ERAP1 HTS inh: ERAP1 (human) enzyme inhibition; AID 652197; 0.15% of 340,000 active; inhibition, % at 10.7 µM; recombinant ERAP1, Leu-AMC fluorescence, 60 min; Q9NZ08;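 active = mean replicate inhibition of at least 30%, or all replicates individually reaching that 30% level; inactive = mean below 30% and not every replicate reaching it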;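 note: 0% = neutral control wells and 100% = L-leucinethiol positive control wells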
Target sequence (Q9NZ08 whole entry, looked up): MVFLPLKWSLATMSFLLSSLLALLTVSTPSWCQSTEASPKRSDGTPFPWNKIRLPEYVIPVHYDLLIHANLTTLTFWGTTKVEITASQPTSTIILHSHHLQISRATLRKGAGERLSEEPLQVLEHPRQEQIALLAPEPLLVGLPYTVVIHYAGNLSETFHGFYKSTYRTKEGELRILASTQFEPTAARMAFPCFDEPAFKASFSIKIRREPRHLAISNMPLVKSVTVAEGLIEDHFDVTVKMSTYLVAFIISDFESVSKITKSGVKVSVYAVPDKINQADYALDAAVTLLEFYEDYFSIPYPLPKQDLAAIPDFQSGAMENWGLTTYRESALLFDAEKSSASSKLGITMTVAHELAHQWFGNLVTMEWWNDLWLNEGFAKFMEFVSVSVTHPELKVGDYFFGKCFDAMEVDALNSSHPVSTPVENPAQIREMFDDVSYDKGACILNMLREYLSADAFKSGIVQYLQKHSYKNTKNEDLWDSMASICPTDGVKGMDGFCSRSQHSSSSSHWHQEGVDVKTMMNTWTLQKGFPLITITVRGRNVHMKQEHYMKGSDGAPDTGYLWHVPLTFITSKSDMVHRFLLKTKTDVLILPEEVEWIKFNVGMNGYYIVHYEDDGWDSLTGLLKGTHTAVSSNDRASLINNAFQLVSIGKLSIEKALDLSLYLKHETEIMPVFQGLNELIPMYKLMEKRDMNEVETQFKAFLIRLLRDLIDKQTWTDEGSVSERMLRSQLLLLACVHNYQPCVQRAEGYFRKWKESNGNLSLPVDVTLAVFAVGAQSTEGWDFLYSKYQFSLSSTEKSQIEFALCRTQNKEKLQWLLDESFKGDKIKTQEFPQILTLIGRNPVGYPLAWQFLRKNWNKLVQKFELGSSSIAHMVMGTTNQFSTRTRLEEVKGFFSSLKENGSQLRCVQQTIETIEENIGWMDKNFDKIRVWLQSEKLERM
RAD54 branch: RAD54 (human) branch migration inhibition; Q92698; RAD54 Holliday junction branch migration, FAM/BHQ fluorescence; inhibition, % at 10.4 µM; 0.14% of 360,000 active; AID 602329;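 active = mean normalized replicate activity at least 40 and at least half of replicates scoring 40 or more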;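 note: 0% = median of neutral control wells and 100% = median of positive control wells; inhibitors cause a drop in the FAM fluorescence signal; in these data hits start at about 50%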
CFTR F508del cor: CFTR F508del correction in bronchial cells. CFBE cells, YFP halide quenching; stimulated with forskolin plus potentiator P3; % fluorescence drop versus neutral controls. activity (quench increase), % at 7.58 µM. 0.36% of 350,000 active. AID 720511;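 active = mean added fluorescence quench of at least 8% versus neutral control, with both replicates also reaching 8%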;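 note: cells transiently co-express mutant CFTR-F508del with the halide-sensitive YFP; corrector assay measuring rescue of mutant channel to the surface after 24 h compound exposure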
XiGFP reactiv: reactivates the inactive X chromosome in mouse fibroblasts; 0.055% of 360,000 active; XiGFP mouse fibroblasts, % GFP-positive cells imaging, 3 d; cells co-treated with 5-aza-dC sensitizer; scaled so ellipticine positive control = 100%; activation, % at 7.58 µM;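 active = mean normalized replicate activation at least 10% and every replicate at or above 10%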;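 note: 0% = median of on-plate neutral control wells and 100% = ellipticine 6 µM median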
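Material: XiGFP fibroblasts, SV40-immortalized; Buffer or medium: DMEM containing 5-aza-dC; Compound dosing: single point; Times: 3 days compound exposure.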
esBAF inh: inhibitors of esBAF chromatin remodeling in mouse ES cells; Bmi1-luciferase knock-in reporter, 24 h; 100% = twice the neutral-well signal; 2% of 350,000 active; AID 602393; reporter increase, % at 12.5 µM; in the data active = activation above about 40%;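 note: 0% = median of the plate's neutral control wells and 100% = double that signal; a rise in the Bmi1 reporter signal indicates esBAF inhibition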
ARNT TACC3 PPI: disruptors of human ARNT/TACC3 interaction; AID 623870; inhibition, % at 9.99 µM; Q9Y6A5; AlphaScreen His-ARNT PAS-B/GST-TACC3 binding, luminescence; TACC3 fragment carries E629A point mutation; 0.66% of 390,000 active;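 active = mean inhibition of replicates at least 50% and at least half of replicates each reaching 50%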;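 note: 0% = complete ARNT plus TACC3 wells and 100% = ARNT alone without TACC3; many hits fall short of the cut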
RAD52 inh: blocks human RAD52 DNA annealing. AID 651710. inhibition, % at 18.7 µM. recombinant RAD52 DNA annealing, FRET fluorescence. 0.46% of 360,000 active;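 active = every replicate showing at least 50% inhibition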
INS-1E GSIS act: primary screen for activators of insulin secretion dependent on glucose, INS-1E cells, GLuc reporter luminescence | INS-1E GLuc reporter insulin secretion, 2-3 h | activation, % at 16.6 µM | 0.61% of 370,000 active;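 active = lowest replicate activation of at least 40%, so every replicate reaches that level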;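 note: 0% = median of neutral control wells and 100% = median of IBMX positive control wells; some compounds called inactive have numbers as strong as hits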
Starred values were filed as active, the others as inactive; . = no result given.

Fields – CFTR F508del cor	XiGFP reactiv	RAD52 inh	ARNT TACC3 PPI	INS-1E GSIS act	esBAF inh	ERAP1 HTS inh	RAD54 branch
1. COc1cc(OC)cc(C(=O)NCC(=O)NCC(c2ccco2)N2CCCCC2)c1 (stereo not given)
  -0.3	0.2	-14	.	-5	-1	-2	24
2. Cc1cccc(NC(=S)NCCC(c2ccccc2)c2ccccc2)c1
  .	0.1	-15	-5	-38	.	-4	.
3. COc1ccc2oc(=O)c(C(=O)Nc3cccc(C)c3)cc2c1
  1.3	0.0	-19	2	2	77*	0	.
4. O=C(C[C@@H]1CC[C@H](NC(=O)Nc2cccc(F)c2)[C@@H](CO)O1)NCC1CC1
  3.8	-0.1	-7	3	-9	3	0	-8
5. CC(NC(=O)Cc1ccc(S(=O)(=O)N2CCOCC2)s1)c1ccc(Cl)cc1Cl (stereo not given)
  -2.6	-0.1	-21	3	-46	.	0	-3
6. Cc1ccc(N2CC(C(=O)Nc3nnc(SCc4cccnc4)s3)CC2=O)cc1 (stereo not given)
  -4.5	0.7	-44	0	0	-5	-4	-11
7. C[C@H](CO)N1C[C@H](C)[C@H](CN(C)Cc2ccc(Cl)c(Cl)c2)Oc2c(NS(=O)(=O)c3cn(C)cn3)cccc2C1=O
  -2.4	0.0	8	3	4	-2	-2	6
8. CC1CC(C)CN(S(=O)(=O)c2cccc3nonc23)C1 (stereo not given)
  -1.4	-0.1	-24	6	-6	.	4	0
9. CCCCCCCCOc1ccc(C(=O)O)cc1
  1.8	.	1	.	2	9	-1	-2
10. C[C@H]1CN([C@@H](C)CO)S(=O)(=O)c2ccc(C#CCN(C)C)cc2O[C@@H]1CN(C)Cc1ccc(F)cc1
  -3.0	-0.9	14	14	3	-3	0	-4
11. CC1CCc2nn(CC(=O)NCCC3=CCCCC3)cc2C1 (stereo not given)
  -3.8	0.1	2	-5	-18	4	.	3
12. O=C(c1ccco1)N1CCN(C(=O)c2cnn3cccnc23)CC1
  .	.	.	-5	31	0	.	-8
13. CCCC#Cc1ccc2c(c1)O[C@H](CN(C)C(=O)C1CCC1)[C@@H](C)CN([C@H](C)CO)S2(=O)=O
  2.3	-0.9	-10	.	-7	4	1	-9
14. Cc1cc(C)c(N)cc1C
  3.1	.	-16	.	-5	5	0	2
15. O=C(C[C@H]1CC[C@@H]2[C@H](COC[C@H](O)CN2Cc2ccccc2)O1)N1CCOCC1
  -2.8	0.5	-11	9	16	-2	1	9
16. COc1ccccc1-c1ccc([C@@H]2[C@@H](C#N)N(C(=O)c3cccnc3)[C@@H]2CO)cc1
  0.6	0.1	-1	9	-4	6	-3	-2
17. CCOc1ccc(S(=O)(=O)NN=C2CCN(C(C)=O)CC2)cc1
  -2.0	0.2	6	-4	-10	-5	0	-2
18. Cc1cc(C(=O)N2CCCC(C(=O)c3cccc(C(F)(F)F)c3)C2)nc(C)n1 (stereo not given)
  -0.6	0.0	-8	-7	8	-3	-2	-1
19. CCSc1nnc(NC(=O)COc2cccc3ccccc23)s1
  .	.	-23	2	12	-3	0	-15
20. CCCn1c(N)c(C(=O)COC(=O)c2cccc(S(=O)(=O)N3CCOCC3)c2)c(=O)[nH]c1=O
  3.7	0.4	-17	9	9	-14	2	5

Printed as active in esBAF inh, among the entries above:
| no. | structure | CFTR F508del cor | RAD52 inh | ARNT TACC3 PPI | INS-1E GSIS act | esBAF inh | ERAP1 HTS inh |
| --- | --- | --- | --- | --- | --- | --- | --- |
| 3 | COc1ccc2oc(=O)c(C(=O)Nc3cccc(C)c3)cc2c1 | 1.3 | -19 | 2 | 2 | 77* | 0 |

Continued:
Fields – CFTR F508del cor	XiGFP reactiv	RAD52 inh	ARNT TACC3 PPI	INS-1E GSIS act	esBAF inh	ERAP1 HTS inh	RAD54 branch
21. CN(C)C=NC(=O)/C(C#N)=C/c1ccccc1
  -2.7	-0.1	-17	-3	0	.	3	.
22. C[C@@H]1CN([C@H](C)CO)C(=O)c2cc(-c3ccncc3)cnc2O[C@H]1CN(C)C(=O)C1CCCCC1
  1.9	0.8	-5	-17	16	1	-2	-8
23. COc1ccccc1CNC(=O)C1CC(c2ccccc2[N+](=O)[O-])=NO1 (stereo not given)
  -6.3	0.0	.	24	1	-1	.	-7
24. O=C(COC(=O)CNS(=O)(=O)c1ccc(F)c(F)c1F)NCCc1ccccc1
  -1.9	0.1	-18	0	1	.	1	-20
25. CC(=O)Nc1ccc(S(=O)(=O)NCC(=O)NCCc2ccc(S(N)(=O)=O)cc2)cc1
  2.3	-0.1	-21	-6	22	-7	3	-2
26. NC(=NCc1ccco1)NC(=O)c1ccc(Cl)cc1
  1.5	0.3	-43	7	0	49*	-4	.
27. C[C@@H]1CN([C@@H](C)CO)C(=O)c2cc(NC(=O)Nc3ccc4c(c3)OCO4)ccc2O[C@@H](C)CCCCO[C@H]1CN(C)C(=O)Nc1cccc2ccccc12
  -0.3	-0.4	5	-2	10	4	1	-4
28. C[C@H]1CN([C@@H](C)CO)C(=O)c2cc(C#CC3(O)CCCC3)cnc2O[C@@H]1CN(C)C(=O)Nc1ccc2c(c1)OCO2
  0.5	0.0	7	2	10	5	-1	5
29. Cc1ccc2nc(SCC(=O)N3CCN(C(=O)c4ccco4)CC3)[nH]c2c1
  .	0.0	.	2	-4	.	.	-2
30. CCCc1cc(=O)[nH]c(SCc2cc(=O)oc3c(C)c(C)ccc23)n1
  4.4	0.0	-10	-6	15	-13	0	-6
31. CC(=O)Nc1ccc(CN2CCN(CCC(C)C)C(CCO)C2)cc1 (stereo not given)
  1.7	-0.1	-14	-3	20	-6	-4	-1
32. O=C(Nc1cccc(-c2csc(Nc3ccc(Cl)cc3)n2)c1)c1ccccc1
  -0.8	0.0	-29	-3	2	19	-1	-7
33. CCC(CO)Oc1cc(NCc2ccc(O)cc2)c2ncn(C(C)C)c2c1 (stereo not given)
  -0.8	0.0	-23	.	-16	-4	1	-7
34. CO/N=C/c1cccn1-c1nccc(OC)c1C#N
  -1.4	0.0	-18	.	-20	.	1	.
35. O=C(O)c1cccc(-n2nnnc2SCc2ccccc2Cl)c1
  -1.6	0.0	-13	-4	-2	.	-1	.
36. CC(NCCC(c1ccccc1)c1ccccc1)c1ccccc1 (stereo not given)
  5.6	-0.1	29	-2	-26	-3	0	2
37. Cc1noc(C)c1NC(=O)Nc1ccc2c(c1)C(=O)N([C@@H](C)CO)C[C@H](C)[C@@H](CN(C)C(=O)CCCN(C)C)OCCCC[C@H](C)O2
  1.0	-0.7	-6	.	19	.	2	.
38. CCCC(=O)Nc1ccc2c(c1)OC[C@H](C)N(CCC(F)(F)F)C[C@H](C)[C@@H](OC)CN(C)C2=O
  2.0	0.1	22	.	-16	.	4	.
39. O=C(O)c1cc(-c2ccco2)nc2ccccc12
  0.1	0.5	-54	2	13	3	3	-10
40. O=C(CCCCCNC(=O)c1ccccc1)N/N=C/c1ccc(F)cc1
  1.8	0.1	-3	2	-2	-5	-2	7

Ordered by number of heavy atoms (low to high): 4 of the compounds above.
Fields – CFTR F508del cor	XiGFP reactiv	RAD52 inh	ARNT TACC3 PPI	INS-1E GSIS act	esBAF inh	ERAP1 HTS inh	RAD54 branch
31. CC(=O)Nc1ccc(CN2CCN(CCC(C)C)C(CCO)C2)cc1 (stereo not given)
  1.7	-0.1	-14	-3	20	-6	-4	-1
29. Cc1ccc2nc(SCC(=O)N3CCN(C(=O)c4ccco4)CC3)[nH]c2c1
  .	0.0	.	2	-4	.	.	-2
28. C[C@H]1CN([C@@H](C)CO)C(=O)c2cc(C#CC3(O)CCCC3)cnc2O[C@@H]1CN(C)C(=O)Nc1ccc2c(c1)OCO2
  0.5	0.0	7	2	10	5	-1	5
27. C[C@@H]1CN([C@@H](C)CO)C(=O)c2cc(NC(=O)Nc3ccc4c(c3)OCO4)ccc2O[C@@H](C)CCCCO[C@H]1CN(C)C(=O)Nc1cccc2ccccc12
  -0.3	-0.4	5	-2	10	4	1	-4

Carrying on:
Fields – CFTR F508del cor	XiGFP reactiv	RAD52 inh	ARNT TACC3 PPI	INS-1E GSIS act	esBAF inh	ERAP1 HTS inh	RAD54 branch
41. COc1ccc(C(=O)NCc2nnc(SCC(=O)NCc3ccco3)o2)cc1
  -1.8	0.0	-20	5	-10	-12	4	0
42. Cc1cccc(C(=O)N2CCCC(CCC(=O)N3CCN(c4ccccn4)CC3)C2)c1C (stereo not given)
  1.4	0.1	-13	2	-10	4	-1	-13
43. C[C@H]1CN([C@@H](C)CO)C(=O)c2cc(-c3ccc(F)cc3)cnc2O[C@@H]1CN(C)C(=O)CN(C)C
  0.1	-0.9	0	-7	15	4	4	5
44. CCN1CCN(Cc2nnc(-c3ccccc3)o2)CC1
  2.0	0.0	-12	-4	24	-3	-2	13
45. CN(C)C(C)(C)C#CCC(c1ccccc1)c1ccccc1
  .	-0.2	.	5	15	6	.	.
46. O=C(Nc1ccc(Cl)cc1)N1CCCN(Cc2ccc(F)cc2)C1
  .	.	.	3	-12	-32	.	-3
47. C[C@@H]1NC(=O)N(CCCn2ccnc2)C1=O
  -1.9	0.0	-7	31	23	-3	-1	4
48. COc1ccccc1NC(=O)c1ccc(NC(=O)COC(=O)c2cccnc2Cl)cc1
  -1.2	0.3	-14	0	10	.	0	.
49. C[C@@H]1CCCCO[C@H](CN(C)Cc2ccccc2)[C@@H](C)CN([C@@H](C)CO)C(=O)c2cc(NC(=O)Nc3ccc(F)cc3)ccc2O1
  -0.4	0.1	14	3	-24	-3	1	7
50. C[C@@H]1CN([C@@H](C)CO)C(=O)c2cc(NS(C)(=O)=O)ccc2O[C@H]1CN(C)C(=O)Nc1cccc2ccccc12
  0.1	-0.1	-15	-1	0	0	0	-7
51. Cc1c(-n2cccc2C=O)cccc1[N+](=O)[O-]
  1.3	0.1	-15	.	17	.	-3	.
52. CC(OC(=O)Cn1cc(C(F)(F)F)ccc1=O)C(=O)NC(C)c1ccc(Cl)cc1Cl (stereo not given)
  3.1	0.1	-11	-2	.	-2	-5	2
53. Cc1ccc(-c2cc(C(=O)N3CCC(C)CC3)c3ccccc3n2)cc1
  0.0	0.1	-15	4	-4	22	0	-10
54. CO[C@@H]1CN(C)C(=O)c2ccc(NC(=O)c3cccc(Oc4ccccc4)c3)cc2OC[C@H](C)NC[C@H]1C
  -0.2	0.5	.	.	8	-10	.	.
55. CCS(=O)(=O)N1CCN(C2CCC(C)CC2)CC1 (stereo not given)
  .	.	.	11	13	-2	.	-2
56. C[C@H]1CN([C@@H](C)CO)C(=O)c2cccc(NS(C)(=O)=O)c2O[C@H]1CN(C)CC1CCCCC1
  3.6	0.3	11	-3	4	-3	4	2
57. Cc1nn(C)c(C)c1NC(=O)CSc1nc(-c2ccccc2F)nc2c1cnn2-c1ccccc1
  -1.5	0.0	-2	21	4	0	-1	.

2 entries from above, as labelled records:
#43 C[C@H]1CN([C@@H](C)CO)C(=O)c2cc(-c3ccc(F)cc3)cnc2O[C@@H]1CN(C)C(=O)CN(C)C
- CFTR F508del cor: 0.1
- XiGFP reactiv: -0.9
- RAD52 inh: 0
- ARNT TACC3 PPI: -7
- INS-1E GSIS act: 15
- esBAF inh: 4
- ERAP1 HTS inh: 4
- RAD54 branch: 5

#42 Cc1cccc(C(=O)N2CCCC(CCC(=O)N3CCN(c4ccccn4)CC3)C2)c1C (stereo not given)
- CFTR F508del cor: 1.4
- XiGFP reactiv: 0.1
- RAD52 inh: -13
- ARNT TACC3 PPI: 2
- INS-1E GSIS act: -10
- esBAF inh: 4
- ERAP1 HTS inh: -1
- RAD54 branch: -13
